# Compound activity: PubChem, Fisher Drug Discovery Resource Center
# mcGAS MS inh: inhibitors of mouse cGAS | Q8C6L5 | recombinant mouse cGAS, cGAMP by RapidFire MS | 130,000 tested, 0.18% active | inhibition, % at 12.5 µM;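 active = inhibition of cGAS enzyme activity at or above 60%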;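 also: enzyme stimulated by 45 bp dsDNA with ATP and GTP substrates; cGAMP share of summed cGAMP plus half ATP and half GTP signals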
# Target sequence (Q8C6L5 whole entry, looked up): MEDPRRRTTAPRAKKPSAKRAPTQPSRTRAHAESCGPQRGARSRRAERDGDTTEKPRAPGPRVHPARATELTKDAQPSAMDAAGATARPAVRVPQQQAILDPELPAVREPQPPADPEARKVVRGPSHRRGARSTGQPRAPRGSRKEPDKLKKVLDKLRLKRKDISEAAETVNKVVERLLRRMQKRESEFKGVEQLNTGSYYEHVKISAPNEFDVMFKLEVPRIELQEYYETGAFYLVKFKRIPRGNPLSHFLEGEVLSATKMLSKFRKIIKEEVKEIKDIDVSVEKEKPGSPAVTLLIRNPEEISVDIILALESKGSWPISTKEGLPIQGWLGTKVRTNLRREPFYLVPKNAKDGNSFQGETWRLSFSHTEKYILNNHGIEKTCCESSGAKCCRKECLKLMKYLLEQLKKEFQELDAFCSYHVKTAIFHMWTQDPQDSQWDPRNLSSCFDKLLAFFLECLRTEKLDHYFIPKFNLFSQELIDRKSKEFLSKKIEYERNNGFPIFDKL
# * marks the source's active call; other numbers are inactive results; & = joins results of further samples. Only part of the results is shown; rates above refer to the full screens.
SMILES,mcGAS MS inh
CCOC(=O)c1sc(-c2cccc([N+](=O)[O-])c2)cc1NC(=O)c1ccc(Cl)nc1,-5.0
CC12CCC(=O)N1C(C(=O)Nc1cccc3[nH]ccc13)CS2 (stereo unspecified),2.8
CCCN(Cc1ccc(C)cc1)Cn1nc(-c2ccc(F)cc2)oc1=O,-7.4
CCOc1ccc(OCC(=O)Nc2cc(-c3cccs3)nn2-c2nc(C)c(C)c(=O)[nH]2)cc1,-7.8
COc1ccc(CN(C)CN2C(=O)CC3(CCCC3)C2=O)cc1F,-29.3
N#Cc1ccc(C(=O)Nc2cc(Cl)ccc2Cl)cc1,-6.9
COCCOc1ccccc1N1CCN(C(=O)c2c(C)noc2C)CC1,2.9
CCCNc1cc(C)nc(CCC)n1,-10.0
O=C(Cn1ccc2ccccc21)Nc1ccc(N2CCCN(C(=O)C3CC3)CC2)cc1,-1.0
COc1ccccc1CC(NC(=O)N1CCOCC1)C(C)C (stereo unspecified),-10.0
c1ccc(-c2ncn(CC3CCCO3)c2-c2ccc(-n3cncn3)cc2)cc1 (stereo unspecified),-20.3
CS(=O)(=O)c1cccc(C(=O)NC2=NCCS2)c1,-9.9
CCOC(=O)c1nc2ccccc2nc1N1CCN(C(=O)c2ccco2)CC1,-4.8
Cc1cc(CC(C)NC(=O)CN2CCCN(C)CC2)n[nH]1 (stereo unspecified),13.4
Fc1ccc(-n2cnnc2-c2ccccc2)c(F)c1,0.7
CC(CSC(F)(F)F)C(=O)O (stereo unspecified),-11.5
Cc1cc(=O)[nH]c(-c2cc(Cl)cc(Cl)c2)n1,-7.7
COc1ccc(N2CCN(c3nc(Nc4ccc(F)cc4)c4cn[nH]c4n3)CC2)cc1,-2.7
Cc1cc(C)c(C(=O)N2Cc3cnc(-c4ccccc4)nc3C2)cn1,-27.6
Cc1ccc(-c2ccc(=O)n(CC(N)=O)n2)c(C)c1,-12.4
COc1ccc(C(=O)N2CCCC2)c(OC2CCN(C3Cc4ccccc4C3)CC2)c1,-18.1
CCCCN(C)C(=O)C1CCNCC1,-7.0
CCSc1nc(CC(=O)N(C)C(C)c2nccs2)cs1 (stereo unspecified),-13.4
Cc1c(C(C)NC(=O)CN2CCC(c3ccccc3)CC2)cnn1-c1ccccn1 (stereo unspecified),-5.3
CCOC(=O)N1CCN(c2c(F)cc3[nH]c(=S)[nH]c3c2Br)CC1,-5.6
CCc1ncc(C(=O)NS(=O)(=O)c2ccccc2C(=O)OC)s1,3.2
O=C(Nc1ccc(S(=O)(=O)Nc2cccc(F)c2)cc1)C1CCOC1 (stereo unspecified),-9.8
CCC(C)c1csc(N(C)C(=O)CCn2cncn2)n1 (stereo unspecified),1.3
COc1ccc(CCC(=O)NNC(=O)c2cc(Cl)ccc2Cl)cc1OC,-1.9
CNc1nc(C)c(C(=O)c2ccc(C)cc2)s1,-2.5
COc1ccc(NC(=O)CC(=O)N2Cc3ccccc3C2)c(OC)c1,1.3
Cc1sc2ncnc(SCC(=O)c3cc(Cl)sc3Cl)c2c1C,-17.4
COc1nc(C)cc(Oc2ccc(=O)[nH]n2)n1,-8.8
Cc1csc(NC(=O)c2ccc3c(c2)OCO3)n1,-11.1
C=CCn1c(SC(C)C(=O)NC2CCCC2)nc2ccsc2c1=O (stereo unspecified),-4.6
Cc1cc(C)[n+]2nc(SCc3ccccc3)sc2n1,5.3
COC(=O)C(C)NC(=O)Cn1nc(N2CCOCC2)ccc1=O (stereo unspecified),-0.1
CNS(=O)(=O)c1cc(C(=O)NCc2ccc3c(c2)OCCO3)cc(C)c1C,-6.8
CC(C)n1ncc2cc(NC(=O)C3=NN(c4ccc(F)cc4)C(C(N)=O)C3)cnc21 (stereo unspecified),-4.6
COc1cc(C)c(S(=O)(=O)Nc2ccc(C)cc2C(=O)O)cc1C,3.4

# Taken from above:
# CNS(=O)(=O)c1cc(C(=O)NCc2ccc3c(c2)OCCO3)cc(C)c1C in mcGAS MS inh is entered as -6.8
# COC(=O)C(C)NC(=O)Cn1nc(N2CCOCC2)ccc1=O (stereo unspecified) in mcGAS MS inh is entered as -0.1
# COc1cc(C)c(S(=O)(=O)Nc2ccc(C)cc2C(=O)O)cc1C in mcGAS MS inh is entered as 3.4

# (continued)
SMILES,mcGAS MS inh
CCN=c1scc(C)n1N=Cc1cc(Br)c(O)c(Br)c1,20.4
CCOC1CC(NC(=O)c2c(C)noc2C)C12CCCCC2 (stereo unspecified),-4.7
c1ccc2[nH]c(-c3ccncc3)nc2c1,-0.6
CC(=O)Oc1ccccc1Cn1c(C)c(C(=O)NCc2ccc(C(F)(F)F)cc2)sc1=O,-0.4
Nc1nnc(SCCCOc2ccccc2)s1,-2.0
CC1(C)CC(=O)CC(=NNc2c(Cl)cc(Cl)cc2Cl)C1,-12.0
Cc1cc(C(=O)N(CC2CCCO2)c2nc3c(F)cccc3s2)nn1C (stereo unspecified),-6.3
O=C(CCCN1C(=O)c2cccc3cccc(c23)C1=O)Nc1ccc2c(c1)OCO2,-1.7
CN(CC1CCCCO1)C(=O)c1cn(Cc2ccc(Cl)cc2)nn1 (stereo unspecified),-6.7
N#CCSc1nnc(-c2ccc(OC(F)F)cc2)o1,-7.1

# Five records drawn at random from those above:
SMILES,mcGAS MS inh
O=C(CCCN1C(=O)c2cccc3cccc(c23)C1=O)Nc1ccc2c(c1)OCO2,-1.7
Cc1cc(C(=O)N(CC2CCCO2)c2nc3c(F)cccc3s2)nn1C (stereo unspecified),-6.3
c1ccc2[nH]c(-c3ccncc3)nc2c1,-0.6
CC(=O)Oc1ccccc1Cn1c(C)c(C(=O)NCc2ccc(C(F)(F)F)cc2)sc1=O,-0.4
CCN=c1scc(C)n1N=Cc1cc(Br)c(O)c(Br)c1,20.4

# Additional results:
SMILES,mcGAS MS inh
Cc1n[nH]c(C)c1Sc1ccccc1N=Cc1cc([N+](=O)[O-])cc([N+](=O)[O-])c1O,22.8
CN1C[C@H](NC(=O)c2cccc(NCc3ccc(F)cc3)c2)C[C@H]1CO,-29.5
CC(C)N(C(=S)Nc1cccnc1)c1ccccc1,-0.9
Cc1ccc(NC(=O)C2Nc3ccccc3S(=O)(=O)N2)c(C)c1 (stereo unspecified),-2.0
N#Cc1c(NC(=O)CSc2ncn[nH]2)sc2c1CCC2,-34.6
CC(C)Nc1ccc(C(=O)NCc2ccc3c(c2)OCO3)cn1,-3.2
O=C1NCCN2CCN(S(=O)(=O)c3ccc(Cl)cc3Cl)CC12 (stereo unspecified),-18.8
COc1ccc(-c2ccc(NS(C)(=O)=O)cc2)nn1,3.4
Cc1ccc(C)c(Cn2cnc3c(nnn3C)c2=O)c1,-3.8
CSc1nc(-c2ccccc2)nn1C(=O)c1ccc(Cl)cc1,-6.9

# 3 entries already listed, sorted by formula weight, lowest first.
SMILES,mcGAS MS inh
COc1ccc(-c2ccc(NS(C)(=O)=O)cc2)nn1,3.4
CC(C)Nc1ccc(C(=O)NCc2ccc3c(c2)OCO3)cn1,-3.2
CSc1nc(-c2ccccc2)nn1C(=O)c1ccc(Cl)cc1,-6.9

# Filtered by structure: those above with a nitro group on carbon
SMILES,mcGAS MS inh
CCOC(=O)c1sc(-c2cccc([N+](=O)[O-])c2)cc1NC(=O)c1ccc(Cl)nc1,-5.0
Cc1n[nH]c(C)c1Sc1ccccc1N=Cc1cc([N+](=O)[O-])cc([N+](=O)[O-])c1O,22.8

# Other results.
SMILES,mcGAS MS inh
CCC(c1nnc(SCC(=O)NC(C)(C#N)C(C)C)o1)N(C)C (stereo unspecified),-5.5
Cc1csc(C2CCCCN2C(=O)C(C)Oc2ccc(Cl)cc2C)n1 (stereo unspecified),-40.0
O=C(COc1ccc(Cl)cc1Cl)NCCn1nc(-c2cccnc2)ccc1=O,-2.5
COC(=O)CN1CCN(c2nc(C(C)(C)C)nc3c2cnn3C)C(C)C1=O (stereo unspecified),-21.1
O=C(NCC(CO)Cc1ccccn1)C(c1ccccc1)N1CCCCC1=O (stereo unspecified),-2.9
O=C1C=C(NCCNC(=O)C2CC2)CC2(CCCCC2)C1,-3.0
CC(C)C(C)CC(=O)N1C[C@@H]2CCCN(C(=O)CC(C)C(C)C)[C@@H]2C1 (stereo partly specified),-17.5
CC(C)C(NC(=O)c1ccco1)C(=O)NCCN(C(C)C)C(C)C (stereo unspecified),-8.7
CN(Cc1ccc(N(C)C)cc1)C(=O)Cn1cc(Br)c(=O)[nH]c1=O,-9.9
CC(c1ccncc1)N1CCN(c2ccc(S(N)(=O)=O)cc2)CC1 (stereo unspecified),-5.1
COc1ccc([N+](=O)[O-])cc1N1CCCCC1=O,0.5
COc1cccc(CN2CCCC3(CCN(C(=O)c4cccnc4OC)C3)C2=O)c1 (stereo unspecified),-3.7
CNC(=O)CCCc1nnc2n(C)c(=O)c3sccc3n12,-4.6
CC(=O)ON=C(C)c1cc(C(C)(C)C)cc2c1CCC2(C)C,-4.9
O=C(CCCc1cccs1)Nc1ccc(Cl)cn1,-14.0
CC(C)NC(=O)C1(C)CCCN1Cc1cc2ccccc2o1 (stereo unspecified),-4.4
CC(C)(Oc1ccc(C2CC2(Cl)Cl)cc1)C(=O)O (stereo unspecified),0.6
OC1(c2ccccc2)CCN(c2nccc(CCC(F)(F)F)n2)C1 (stereo unspecified),1.1
CNCc1cn(Cc2ccccc2)nc1-c1cccc(C)c1,-0.6
O=C1C=CC(=O)N1c1ccc(SC(F)F)cc1,-7.8
O=S(=O)(c1ccc(Oc2ccccc2Cl)c(S(=O)(=O)N2CCCC2)c1)N1CCCC1,-17.0
CCN(C(=O)C(C)SCc1cc(C)on1)c1ccccc1 (stereo unspecified),-1.4
CSc1cccc(NC(=O)CN2CCC(NS(C)(=O)=O)CC2)c1,-9.8
CCC(=O)Nc1c(-c2cccs2)c(=O)c2ccccc2n1C,-4.2
Cc1nn2c(nc1=O)-c1ccccc1NC2C(Cl)(Cl)Cl (stereo unspecified),-1.7
CCOC1CC(O)C12CCN(C(C)c1cc(C(F)(F)F)cc(C(F)(F)F)c1)CC2 (stereo unspecified),-4.7
CCCCn1nnnc1COc1cc(OC)ccc1C(N)=O,-2.6
CCOC(=O)c1cnc(Nc2nc3ccccc3o2)nc1-c1ccccc1,-16.2
COc1cccc2c1OCCCN(Cc1nc(Cc3ccccc3Cl)no1)C2,-5.5&-4.4
CN(C(=O)COCC1CCCO1)C1CCCCCC1 (stereo unspecified),-11.3
CC(=O)N(Cc1ccc2c(c1)OCO2)C1CC(=O)N(c2ccc(F)cc2)C1=O (stereo unspecified),-2.3
Cc1cc(C)n(CCNc2nncc(-c3ccccc3F)n2)n1,-7.3
O=C(c1cncc(N2CCCC(N3CCCC3=O)C2)n1)N1CCCCC1 (stereo unspecified),-11.2
O=C(CSc1ncnc2sc3c(c12)CCCC3)c1cccs1,-8.7
Cc1ccc(-n2c3nc4ccccc4nc3c3c(=N)oc(C)nc32)cc1,-42.1
Cc1ccccc1CN1CCCN(C(=O)CNC(=O)C2c3ccccc3C(=O)N2C2CC2)CC1 (stereo unspecified),-10.8
COc1ccc(CNC(=O)Cn2c(C)cc3nc4sc(C)nn4c(=O)c32)cc1OC,-5.0
c1ccc2[nH]c(-c3cscn3)nc2c1,-1.9&1.0&5.4
COc1ccc(CN(C)C(=O)Cc2c(C)nc3nc(N)nn3c2C)cc1F,1.2
FC(F)(F)c1nc2ccccc2n1-c1cc(-c2ccccc2)[nH]n1,-3.5
Fc1ccccc1OCCN1CCN(c2cc(Cl)ncn2)CC1,-7.2
CCOC(=O)C1=C(C)N(C)C(=O)NC1c1ccc(F)c(F)c1 (stereo unspecified),-9.7
CCOC(=O)N1CCN(C(=O)c2cc3ccccc3cc2NC(=O)C(C)C)CC1,-8.9
COc1ccc(CNC(=O)CCn2c(=O)oc3ccccc32)cc1,-4.0
CC1=C(C(=O)N2CCC(C(=O)Nc3cccc(-c4nnc(C)s4)c3)CC2)OCCO1,-2.0
CC1ON=C(c2ccccn2)N(Cc2ccccc2F)C1=O (stereo unspecified),-5.0
CCCc1ccc(S(=O)(=O)Nc2cc(Cl)ccc2Sc2nncn2C)cc1,-11.4
Cc1ccc(-c2nnc(CNCCc3c[nH]c4ccccc34)o2)n1C,-7.3
CCC(C(=O)NCc1cnn2ccccc12)n1cccn1 (stereo unspecified),-34.6
O=C(NCCCCn1ccnc1)c1cc(N2CCCC2=O)ccc1F,-10.1
# Later entries.
SMILES,mcGAS MS inh
Cc1ccc(C(=O)N2CCN(c3ccc(-n4cccn4)nn3)CC2)cc1,-11.5
CC(C)N(C)C(=O)CN1CCc2c(cccc2NC(=O)Nc2ccccc2)C1,-5.1
COc1ccc(COC(=O)N/N=C(/C)CC(=O)Nc2c(C)cc(C)cc2C)cc1,-4.4
CCCc1nc(C(=O)N2C[C@@H](N)C[C@H]2C(=O)NC(C)C)cs1,-39.4
CCCC(NC(=O)c1ccc(C(C)=O)cc1)c1ccccc1 (stereo unspecified),-15.5
COC(=O)c1ccc(CN2C(=O)C(C)ON=C2c2ccccn2)o1 (stereo unspecified),-8.6
CC(Nc1ccc(N2CCCC2=O)cc1)C(=O)Nc1ccccc1C(C)C (stereo unspecified),-4.8
Cc1cc(C)cc(-n2cc(C(=O)N3CCC(NC(=O)c4cccnc4)CC3)nn2)c1,-2.4
Cc1cc(NC(=O)CN(C)CC(=O)Nc2cccc(F)c2)n(-c2ccccc2)n1,-3.9
Cc1cccc(CNC(=O)CCNc2ccccc2)c1,-8.8
CC1CCN(CCNC(=O)c2ccc(Br)cc2)CC1,-5.7
CCOC(=O)c1c(NC(=O)c2cccnc2OCC)sc2c1CCCS2,7.8
Cc1ccsc1C(=O)Nc1cccc(C#Cc2ccccn2)c1,-6.0
O=C(NCCNc1cccc2ccccc12)C1CC=CCC1C(=O)N1CCc2c([nH]c3ccccc23)C1 (stereo unspecified),-3.2
COC(=O)[C@H]1[C@H]2C[C@@H]3c4[nH]c5cc(OC)ccc5c4CCN3C[C@H]2C[C@@H](OC(=O)c2cc(OC)c(OC)c(OC)c2)[C@@H]1OC,-2.7
CCCc1nn(C)c2c(=O)[nH]c(-c3cc(S(=O)(=O)N4CCN(C)CC4)ccc3OCC)nc12,-11.8&-2.0
O=C(CSc1nnc(CN2CCCC2)o1)NC(=O)NCc1ccco1,-5.2
Cc1nc(-n2ccc3nc4ccn(CCC(C)C)c(=O)c4cc3c2=O)n[nH]1,-10.3
Cc1cc(OC(=O)c2ccccc2)cc(=O)o1,11.3
CN(Cc1nc2ccccc2[nH]1)Cc1nc(-c2ccc3c(c2)OCO3)no1,-9.7
Cc1ccc(C2=N/C(=C\c3ccccc3C(F)(F)F)C(=O)O2)cc1C,-6.5
